High-throughput results as filed in PubChem.
FXN GAA850 act = increases GAA850 frataxin promoter reporter activity; HEK293 lucGAA850 FXN promoter luciferase reporter, 24 h; percent of 10 µM SAHA response; activation, % at 6 µM; actives 0.56% (n = 360,000);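 active = activation above the average of all compounds screened plus 3 SD, cutoff fixed separately per campaign, cut at about 7.5% in these data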;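 also: 0% = DMSO wells and 100% = 10 µM SAHA wells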
SMARCA2 activ = SMARCA2 function activation, primary screen; MG213 cells, MMTV-luciferase reporter, dexamethasone, overnight; activation, % at 9.1 µM; actives 1% (n = 370,000); AID 652017; in the data active = activation above about 7.8%;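 also: 0% = vehicle wells and 100% = reference activator wells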
ssDAF12 agonist = activators of S. stercoralis DAF-12 nuclear receptor. activation, % at 6.8 µM. actives 1% (n = 370,000). AID 652126. HEK293 ssDAF-12/GRIP1 lit1-tk-luc reporter, luminescence; % of 3 µM dafachronic acid response;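 active = activation above the mean over all tested compounds plus 3 SD, cut at about 0.9% in these data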;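 also: 0% = DMSO-only wells and 100% = 3 µM delta7-dafachronic acid wells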
DAX1 inh-1 = NR0B1 (DAX1) inhibition. P51843. HEK293 Gal4-DAX1 luciferase reporter, luminescence. inhibition, % at 6.75 µM. actives 0.99% (n = 340,000). AID 504766;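 active = inhibition above the mean over all tested compounds plus 3 SD, cut at about 4.2% in these data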;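 also: 0% = DAX1-transfected cells with DMSO and 100% = empty-vector control cells with DMSO; inhibition shows as a rise in luminescence from relieved DAX1 repression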
Target sequence (P51843 207-470 limits assumed): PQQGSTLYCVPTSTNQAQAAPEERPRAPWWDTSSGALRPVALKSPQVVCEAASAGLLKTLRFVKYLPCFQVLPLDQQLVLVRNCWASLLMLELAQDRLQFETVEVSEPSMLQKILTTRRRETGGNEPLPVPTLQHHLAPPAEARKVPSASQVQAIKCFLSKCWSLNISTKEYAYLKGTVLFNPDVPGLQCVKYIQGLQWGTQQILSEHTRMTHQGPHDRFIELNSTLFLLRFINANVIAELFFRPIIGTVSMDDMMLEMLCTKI
sPLA2-III inh = Inhibits HGIII-sPLA2 liposome hydrolysis, primary screen | inhibition, % at 12.2 µM | AID 743126 | QFRET BODIPY PC-A2 liposome hydrolysis, fluorescence | actives 0.56% (n = 370,000);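 active = inhibition above mean plus 3 SD of compounds lying within the high and low control bounds, cut at about 19% in these data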;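 also: 0% = median of test compound wells and 100% = no enzyme DMSO wells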
hcDAF-12 act = activators of H. contortus DAF-12 nuclear receptor. HEK293 hcDAF-12 lit1-tk-luc reporter, luminescence; 0% DMSO, 100% Δ7-dafachronic acid. activation, % at 6.8 µM. actives 1.4% (n = 370,000);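 active = activation above the mean of all tested compounds plus 3 SD, cut at about 5.5% in these data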;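 also: 100% = response to 3 µM Δ7-dafachronic acid high control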
NPR1 activator = GC-A (human) enzyme activation | HEK293 GC-A cells, cGMP TR-FRET, EC30 ANP; 0% at EC30 ANP, 100% saturating ANP | actives 0.14% (n = 370,000) | P16066 | AID 1671463 | activation, % at 10 µM; in the data active = activation above about 40%
NPR2 activator = GC-B (human) receptor activation | P20594 | HEK293-GC-B cells, CNP EC30, cGMP TR-FRET; 0% at EC30 CNP, 100% saturating CNP | activation, % at 10 µM | actives 0.11% (n = 370,000) | AID 1920062;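 active = activation at 10 µM reaching about 35% in either raw or pattern-adjusted values, limit read from the data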
ADAM10 inh = inhibits human ADAM10; O14672; recombinant ADAM10, EDANS/DABCYL FRET peptide cleavage, 3 h; inhibition, % at 7 µM; actives 0.62% (n = 370,000); AID 720582;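 active = inhibition above a per-campaign cutoff equal to the mean of compounds falling between control-based bounds plus 3 SD, cut at about 20% in these data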;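 also: 0% = DMSO wells while the 100% control is not disclosed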
Target sequence (O14672 214-748 limits assumed): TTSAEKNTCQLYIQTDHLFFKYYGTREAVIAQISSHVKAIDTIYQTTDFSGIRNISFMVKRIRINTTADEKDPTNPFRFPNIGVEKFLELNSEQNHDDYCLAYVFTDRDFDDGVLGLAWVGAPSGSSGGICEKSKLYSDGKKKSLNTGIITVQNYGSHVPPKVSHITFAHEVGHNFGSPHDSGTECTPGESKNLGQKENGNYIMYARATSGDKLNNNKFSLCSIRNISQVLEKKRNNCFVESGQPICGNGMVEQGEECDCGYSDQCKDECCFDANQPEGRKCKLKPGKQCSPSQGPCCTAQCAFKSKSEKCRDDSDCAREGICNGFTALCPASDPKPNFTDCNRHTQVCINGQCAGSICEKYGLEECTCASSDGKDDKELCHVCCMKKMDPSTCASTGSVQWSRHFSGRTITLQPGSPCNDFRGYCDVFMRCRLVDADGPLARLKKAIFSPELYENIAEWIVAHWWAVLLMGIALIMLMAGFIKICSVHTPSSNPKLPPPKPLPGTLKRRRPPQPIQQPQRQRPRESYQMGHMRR
DAX1 inh-2 = inhibitors of DAX1 repression of SF-1 activated StAR promoter | HEK293T StAR-luciferase reporter, SF-1/DAX-1 repression relief | inhibition, % at 6.8 µM | actives 1.1% (n = 370,000) | AID 652010;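 active = inhibition above the mean over all tested compounds plus 3 SD, cut at about 3.6% in these data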;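 also: 0% = DAX-1 cells with DMSO and 100% = cells lacking DAX-1 with DMSO; higher inhibition means more luminescence from relief of DAX-1 repression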
hgDAF-12 ag = agonists of H. glycines DAF-12 nuclear receptor. activation, % at 6.8 µM. actives 1.8% (n = 370,000). HEK293 GAL4-hgDAF12 UAS-luciferase reporter, agonist luminescence; normalized to butyrate control;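 active = activation above a cutoff set at the mean of all screened compounds plus 3 SD, cut at about 10% in these data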;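 also: 0% = DMSO wells and 100% = sodium butyrate wells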
Starred values were filed as active, the others as inactive; . = no result given. This is a random part of the collection. About 6.6% of those tested had a hit in this group.

SMILES	FXN GAA850 act	SMARCA2 activ	ssDAF12 agonist	DAX1 inh-1	sPLA2-III inh	hcDAF-12 act	NPR1 activator	NPR2 activator	ADAM10 inh	DAX1 inh-2	hgDAF-12 ag
CCCOc1ccc2c3c(c(=O)oc2c1OCCC)CCCC3	1.6	1	-0.9	0.9	0	-0.9	-1	0	-32	-0.5	-1.5
CC(Nc1ccc(Br)cn1)c1cc(Cl)ccc1O (stereo not given)	1.6	2	-1.0	-1.1	-4	-0.8	-20	-19	13	-0.5	0.1
Cc1ccc2c(c1)N(CC(=O)Nc1ccccc1F)C(=O)CO2	1.6	-2	-1.6	-0.7	0	-0.3	-1	-5	-4	0.0	0.3
CCN1CCN(c2ncc3c(n2)CC(c2ccc(OC)c(OC)c2)CC3=O)CC1 (stereo not given)	-4.6	0	-1.4	0.8	0	-2.5	0	-8	12	-0.9	-2.1
Cc1ccccc1NC(=O)Cc1nc(COC(=O)c2cccnc2Cl)cs1	0.4	-3	-1.2	2.1	-33	-1.1	-3	-1	-7	0.0	-0.7
O=C(COc1ccc(Cl)cc1Cl)N1CCNC1=O	3.0	0	-0.7	-0.4	3	-1.0	6	-5	-12	-0.2	3.0
C#Cc1cccc(Nc2nc(NC(C)C)nc3ccsc23)c1	-1.2	-2	-2.1	.	-14	-2.5	32	32	-22	-4.3	-7.5
Cc1ccc(NC(=O)C(C)Sc2nc(-c3ccccc3)cc(=O)[nH]2)cc1 (stereo not given)	-0.5	-1	-0.8	-0.4	-1	-1.2	-1	-4	10	-0.7	-1.9
COc1ccc(Cn2cc(CN3[C@@H](C)COc4cc(Br)ccc4S3(=O)=O)nn2)cc1	.	-5	-1.0	.	1	-0.5	1	5	-6	-2.1	1.8
NNc1nc(Nc2ccc([N+](=O)[O-])cc2)nc(N2CCCCCC2)n1	3.9	-2	-1.9	1.5	-6	-2.4	1	-2	6	-0.6	0.0
CCCN(c1nc(C)cc(OC)n1)S(=O)(=O)c1ccccc1	2.5	0	-1.7	-0.2	0	-1.8	-10	-2	6	0.1	-2.8
Cc1cccc(NC(=O)NCCCN2CCN(c3ccc(F)cc3)CC2)c1	.	4	-0.8	.	-7	-3.3	-3	-5	3	-0.6	2.2
CC(C)NC(=O)Cn1nc(C(F)(F)F)c2c1CCC2	-2.9	-1	-0.9	0.2	9	-0.7	3	6	-3	0.3	-0.2
CC[C@H]1C(=O)[C@@H](Cc2ccccc2)[C@@H]2CCN3C(=O)CCC[C@H]1[C@H]23	-0.3	-1	-0.4	2.4	6	0.0	2	2	-3	0.1	0.7
CC(C)c1ccc(NC(=O)C2C3C=CC4(O3)C2C(=O)N(CCCN2CCOCC2)C4C(=O)NC2CCCCC2)cc1 (stereo not given)	0.0	2	-0.9	-0.2	4	-1.0	1	-3	11	0.2	2.2
CCCN1CNC(=S)N(c2ccc(C(=O)OCC)cc2)C1	-1.8	-1	-1.5	-1.0	-4	-0.3	1	5	3	-0.4	-0.7
CC(Oc1ccccc1)c1nnc(SCC(=O)NC2CC2)n1C (stereo not given)	0.6	-2	-1.2	1.0	0	-1.2	1	0	-8	0.7	-0.5
CC(=O)Nc1ccc(OC(=O)Oc2ccc(NC(C)=O)cc2)cc1	-1.0	0	-0.8	0.5	-1	0.7	3	1	0	-0.4	-1.0
CC(C)OC(=O)c1c(NS(=O)(=O)c2ccccc2)sc2c1CCCC2	0.1	-3	-0.7	1.5	-14	1.2	2	-1	2	0.6	0.9
Nc1c(Br)cc2c([nH]c(=O)c3ccccc32)c1Br	3.4	3	2.4*	0.2	19	6.3*	-8	-8	-7	-1.7	3.7
CCOC(=O)C/C(N)=N/N(C)c1ncc(C(F)(F)F)cc1Cl	1.9	-5	-0.7	-0.1	-9	-1.8	-1	-1	-5	-0.3	0.1
Cc1ccc(NC(=O)CSc2nc3c(c(=O)[nH]2)CN(Cc2ccc(F)cc2)CC3)cc1C	1.8	-3	-1.3	3.6	-38	-0.6	-5	-11	7	-1.4	-1.7
O=S(=O)(c1ccccc1)N1CCN(Cc2ccc(Cl)cc2)CC1	2.4	-3	-1.4	-1.4	-9	0.1	3	-1	-2	0.5	0.9
O=C(Cn1cnc([N+](=O)[O-])c1)Nc1ccccc1C(F)(F)F	-1.7	0	-0.8	-0.4	0	-0.7	-3	0	-3	0.1	0.4
CCOc1ccc(N(CC)C(=O)COc2cc(=O)n(C)c3ccccc23)cc1	-0.7	-2	-0.9	0.3	-9	-1.5	-5	-2	4	-0.2	2.3

The list goes on.
SMILES	FXN GAA850 act	SMARCA2 activ	ssDAF12 agonist	DAX1 inh-1	sPLA2-III inh	hcDAF-12 act	NPR1 activator	NPR2 activator	ADAM10 inh	DAX1 inh-2	hgDAF-12 ag
COc1ccc(-c2nn(-c3ccccc3)cc2C(=O)Nc2nccs2)cc1	-1.9	-2	-1.7	-0.9	-6	-3.0	-2	-10	9	-2.7	-3.5
CCn1cc(C(=O)Nc2ccc(OC)c(S(=O)(=O)N3CCCCC3)c2)c(=O)c2ccc(C)nc21	-2.0	-2	-1.5	0.3	-2	0.9	7	3	-7	-0.5	1.3
COc1cccc(C(=O)N/N=C(/c2ccccc2)c2ccccn2)c1	0.5	-1	-0.4	-3.8	3	-2.9	1	2	-1	-0.9	0.0
O=C(NC1CCCCC1)C(c1ccnc2ccccc12)n1c(=O)c(-c2cc3ccccc3[nH]2)nc2ccccc21 (stereo not given)	.	-2	0.7	.	-5	1.5	1	-3	-236	0.5	-0.2
Nc1ccc2c(c1)C(=NO)c1ccccc1-2	1.9	-2	-0.5	2.0	-12	-1.8	6	-2	7	1.1	7.3
CC(C)(C)c1ccc(S(=O)(=O)NCC(=O)Nc2ccc(-c3nc4ccccc4s3)cc2)cc1	3.0	1	-0.8	2.0	-2	0.3	-6	-5	-100	0.6	4.1
O=C(O)C[C@H]1c2cc(F)ccc2S(=O)(=O)N1C1CCN(Cc2ccccc2)CC1	1.3	1	-1.1	-0.7	1	-2.0	3	3	1	0.2	0.6
Cc1ccc(S(=O)(=O)N/N=C(\c2ccccc2)C2CC2)cc1	1.6	-3	-1.2	1.9	0	-0.5	-2	3	2	1.3	0.6
O=C(NCC1CCCO1)c1ccccc1NS(=O)(=O)c1cccc([N+](=O)[O-])c1 (stereo not given)	1.7	-2	-0.7	0.1	-1	0.2	1	-5	-2	-1.4	0.0
CCOC(=O)c1c(C)[nH]c(C)c1C(=O)COC(=O)c1ccc(O)cc1	-0.3	4	-1.6	-0.3	-19	-1.3	-3	1	4	-0.2	-3.4
COc1cccc(C2=NOC(C(=O)NC(C)(C)C)C2)c1 (stereo not given)	-2.0	-4	-1.1	0.9	3	0.0	1	1	3	-0.4	3.5
O=C(COC(=O)c1cc([N+](=O)[O-])ccc1N1CCOCC1)NC1CCCCC1	1.0	-1	-0.8	-0.5	-1	0.1	-2	-3	-1	-2.1	-2.8
CC(CCN1CCC(CN2C(=S)NCC2Cc2ccccc2)CC1)c1ccccc1 (stereo not given)	1.0	-5	-0.7	-0.7	-8	-0.3	0	-3	-11	0.0	1.5
CCCCCCN1C[C@@H](n2cc(COC(=O)c3ccccc3)nn2)[C@H](O)C[C@@H]1c1ccccc1	-0.1	-4	-0.5	-0.8	11	0.1	-5	-1	-13	0.8	0.2
Cc1nn(-c2ccccc2)c(C)c1CNC(=O)c1ccc(S(=O)(=O)NCc2ccco2)cc1	-3.1	-2	-1.4	-0.5	0	0.7	2	1	-15	-0.4	-1.6
Cc1c(Cl)cnn1CC(=O)NC1C(=O)N2C(C(=O)O)=C(CSc3nnnn3C)CSC12 (stereo not given)	1.8	1	-0.4	1.7	0	0.2	-3	1	-5	0.0	6.5
CCOC(=O)N1CCN(C(=O)C2CC(c3cc(OC)ccc3OC)=NO2)CC1 (stereo not given)	-0.9	-3	-1.4	-1.4	2	-2.9	-1	0	-23	1.1	-1.4
Cc1nc(Nc2ccccc2)[nH]c(=O)c1CCC(C)C	0.8	0	-1.1	-0.1	1	-1.6	3	4	2	-0.7	-0.7
Cc1cccc(C(=O)OC(C)CN2CCCC2)c1 (stereo not given)	0.7	-2	-0.8	1.9	-5	0.9	1	-5	-4	0.2	2.1
N#Cc1ccccc1CCN1C(=O)c2ccccc2C1=O	3.1	-2	-0.5	1.0	11	-0.7	-8	1	-4	0.3	0.8
CNc1cnn(-c2ccccc2)c(=O)c1Cl	1.1	-4	-0.8	0.5	0	-0.5	-3	-5	-6	-0.2	5.0
COc1ccc(C(=O)C(C)OC(=O)COc2ccccc2)cc1 (stereo not given)	1.7	3	-0.7	0.1	6	0.5	-1	5	-7	3.8*	-3.0
CCOc1ccccc1C(=O)NC(CO)C(=O)O (stereo not given)	0.5	-3	-0.9	2.3	7	-0.8	-1	0	2	-0.3	-0.1
CC(=O)Nc1ccc(NC(=O)C(C)OC(=O)/C=C/c2cn(-c3ccccc3)nc2-c2cccnc2)cc1 (stereo not given)	-1.2	-2	-1.0	-1.4	-4	-1.6	5	11	-6	-0.6	3.3
CCCC(=O)NC(c1cccs1)c1cc(Cl)c2cccnc2c1O (stereo not given)	-4.5	-4	-2.0	-1.1	13	0.4	-5	-3	-4	-0.6	1.6

Structures listed above shown as hits in hcDAF-12 act.
Molecule,SMARCA2 activ,ssDAF12 agonist,DAX1 inh-1,sPLA2-III inh,hcDAF-12 act,NPR1 activator,NPR2 activator,ADAM10 inh,DAX1 inh-2
Nc1c(Br)cc2c([nH]c(=O)c3ccccc32)c1Br,3,2.4*,0.2,19,6.3*,-8,-8,-7,-1.7

Following part:
SMILES	FXN GAA850 act	SMARCA2 activ	ssDAF12 agonist	DAX1 inh-1	sPLA2-III inh	hcDAF-12 act	NPR1 activator	NPR2 activator	ADAM10 inh	DAX1 inh-2	hgDAF-12 ag
O=C(NC1CCS(=O)(=O)C1)c1ccc(S(=O)(=O)NCC2CCCO2)cc1 (stereo not given)	0.2	2	-0.9	1.4	10	3.6	2	5	-6	0.3	-2.2
O=C(CC(NS(=O)(=O)c1ccc(Cl)cc1)c1ccco1)N1CCc2ccccc21 (stereo not given)	-1.0	4	-0.4	-0.5	-24	1.4	.	.	9	-0.2	-2.0
CCCCN1CC(N2CCN(CCN(C)C)CC2)CS1(=O)=O (stereo not given)	.	3	-1.3	.	1	-0.2	1	-7	-11	0.2	-0.5
COc1ccc(CNC(=S)Nc2ccc(F)c(Cl)c2)cc1OC	0.9	-5	-1.8	-0.5	0	-0.1	0	1	2	-0.6	-1.6
COc1ccc(Cc2n[nH]c(=S)n2NC(=O)Nc2ccc(Cl)c(Cl)c2)cc1	-0.1	0	-1.5	2.6	-15	-0.5	-2	-5	16	0.5	1.1
CC(C)CC1(C)N=C(c2ccccc2)C(=S)N1 (stereo not given)	3.4	-4	-1.2	2.9	7	-0.1	-6	-1	10	-0.2	-1.2
Cc1ccc2c(CN3CCN(S(=O)(=O)/C=C/c4ccccc4)CC3)cc(=O)oc2c1	2.8	-1	-1.1	-0.9	-8	-1.8	-13	-5	3	-0.8	-1.0
